# Assay outcomes (PubChem BioAssay)
# IL1B NFkB inh – blocks IL-1B driven NFkB nuclear translocation in HUVEC cells | inhibition, % at 2 µM | 0.43% of 94,000 active | HUVEC IL-1B NFkB p65 nuclear translocation imaging;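 active = inhibition above about 30% together with a positive call from visual inspection of the well image, limit read from the data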;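 note: nuclear over cytoplasmic p65 intensity ratio measured by imaging; 0% = IL-1B stimulated DMSO wells and 100% = unstimulated DMSO wells; values of inactives mirror those of a sister screen read the other way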
# NFkB transloc pot – enhances IL-1B driven NFkB nuclear translocation; HUVEC IL-1B NFkB p65 nuclear translocation imaging; activation, % at 2 µM; 0.3% of 94,000 active; AID 819;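 active = activation above 40%, about the mean plus 3 SD, also judged a hit on visual image review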;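 note: percent activation is computed from the nuclear over cytoplasmic p65 intensity ratio; values of inactives mirror those of a sister screen read the other way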
# PLAP inhibitors HTS – PLAP enzyme inhibitors, biochemical, luminescence, HTS (AID 690). one-dose inhibition, % at 20 µM; IC50 in µM for titrated hits. 0.08% of 96,000 active. purified PLAP, luminescent substrate; higher % means a stronger effect; in the data active = a potency from the dose series; inactive = the rest, 99 in 100 with inhibition below about 30%; note: strong numbers were not always called active
# MRP resist rev – compounds reversing MRP-mediated drug resistance. H69AR cells + 2 uM doxorubicin, CellTiter-Glo, 72 h. differential viability (reversal), % at 10 µM. 0.04% of 85,000 active;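 active = viability drop by adding the cancer drug above about 55%, with treated viability meeting a 40% cutoff, limit read from the data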;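 note: viability without doxorubicin minus viability with 2 µM doxorubicin for each compound; larger differential means the compound sensitizes cells more to doxorubicin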
# Bcl-B displacement – displacers of TR3 peptide from Bcl-B, primary screen, selectivity assay for Bfl-1 inhibitor project, biochemical, fluorescence polarization | FP displacement of FITC-TR3 peptide from Bcl-B; higher % means a stronger effect | displacement, % at 20 µM; hits with a dose series show IC50 in µM | 0.11% of 96,000 active | AID 748;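 active = displacement above 50% at 20 µM plus a fluorescence interference ratio under 1.5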;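 note: plate controls were wells without compound for no effect and wells lacking Bcl-B protein for full effect; a part of the inactive calls stands beside numbers as strong as those of hits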
# MRP resist rev cytotoxicity – second read-out of MRP resist rev, no call of its own (marks repeat the call); viability, %; H69AR cells, CellTiter-Glo, 72 h; measured here: cytotoxicity without doxorubicin
# MRP resist rev with doxorubicin – recorded beside MRP resist rev, whose call it bears; viability, %; measured here: viability with 2 uM doxorubicin; stronger effect = lower value
# IL1B NFkB inh cell count 2 µM – recorded beside IL1B NFkB inh, whose call it bears; cell count; measured here: cells passing quality filter;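 raw number of nuclei counted in each imaged well without normalization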
# NFkB transloc pot cell count 2 µM – recorded beside NFkB transloc pot, whose call it bears; cell count; measured here: cells passing quality filter
# The depositor's hits bear a star; x = not tested or not shown. The list is partial, so the mix of outcomes need not match the whole.
SMILES,IL1B NFkB inh,IL1B NFkB inh cell count 2 µM,NFkB transloc pot,NFkB transloc pot cell count 2 µM,PLAP inhibitors HTS,MRP resist rev,MRP resist rev cytotoxicity,MRP resist rev with doxorubicin,Bcl-B displacement
CCOc1cc(N2CCOCC2)c(OCC)cc1NC(=O)COc1ncnc2ccc(Br)cc12,-27,207,27,207,0%,10,47,38,-6%
CCn1c(CCNC(=O)c2ccc(Cl)cc2)nnc1SCC(=O)NC1CCCC1,-14,140,14,140,-57%,-4,90,94,8%
Clc1ccc(-c2ccc(-c3nn4c(-c5ccco5)nnc4s3)o2)cc1,0,126,0,126,x,-9,26,36,x
CS(=O)(=O)C1=C(O)C(=O)N(c2ccccc2)C1c1ccccc1 (centres undefined),x,x,x,x,1%,8,98,90,-6%
CCOC(=O)CN(C(=O)CSc1nnc(-c2ccncc2)n1CCCN(C)C)c1ccccc1,2,166,-2,166,2%,20,99,79,-2%
Cc1sc2nc3ccc(NCc4ccco4)nn3c(=O)c2c1C,8,157,-7,157,-5%,x,x,x,-8%
CCOc1ccccc1C(=O)NC1CC2CCCC(C1)N2C1CC1 (centres undefined),-9,148,9,148,-39%,-4,93,97,-11%
CCNc1nc(NC(C)C)nc(Oc2ccc(OCCOc3ccccc3)nn2)n1,-6,202,6,202,-4%,-6,68,74,-2%
C=CCOc1ccc(C(=O)N(Cc2ccc(N(C)C)cc2)C2CCS(=O)(=O)C2)cc1 (centres undefined),-24,150,24,150,-68%,-1,77,78,4%
CCN1C(=O)/C(=C/c2c(C)nn(C)c2C)SC1=S,2,151,-2,151,-57%,x,x,x,-8%
Cc1nc(N2CCN(Cc3ccccc3)CC2)nc2c1C(=O)CCC2,0,89,0,89,-50%,1,89,88,1%
CC1CCN(S(=O)(=O)c2ccc(S(=O)(=O)N3CCCN(Cc4ccccc4)C3)cc2)CC1,-6,106,6,106,x,1,80,80,x
Cc1ccc(OCCN2C(=O)CSC2=O)cc1,-11,190,11,190,-6%,x,x,x,-7%
CCCc1nc2ccccc2c(C(=O)O)c1CC,3,192,-3,192,11%,-6,95,101,-11%
CCc1c(C)nc2[nH]nc(-c3ccccc3)n2c1=O,-9,208,9,208,-17%,3,83,80,3%
O=C(C1CCC(=O)N1Cc1ccccc1Cl)N1CCN(c2cccc(Cl)c2)CC1 (centres undefined),-15,163,15,163,-52%,15,87,72,-11%
CC(C(=O)NCc1ccccc1)N1C(=O)CN(C)C(=O)c2ccccc21 (centres undefined),-1,220,1,220,-7%,1,96,95,6%
Cc1ccc(C2=[N+]([O-])C3(CCCCC/C3=N\O)N(O)C2(C)C)o1 (centres undefined),x,x,x,x,1%,0,96,96,2%
O=C(CSc1ncccc1-c1nc2ccccc2[nH]1)NC1CC1,2,144,-2,144,-10%,16,87,71,-4%
Cc1[nH]nc2c1C(=O)CCC2,-33,119,33,119,17%,0,100,101,-2%
O=C(NCc1ccco1)c1ccccc1NS(=O)(=O)c1ccc(Br)s1,2,156,-2,156,-30%,22,105,83,-6%
CN(Cc1ccccc1)c1ncnc2c1cnn2-c1ccccc1,4,88,-4,88,-15%,2,91,89,-5%
CC(=O)c1ccc(NC(=O)CCn2c(=O)oc3ccccc32)cc1,9,129,-9,129,-7%,0,99,99,14%
CCCc1cc(=O)[nH]c(SCC(=O)NCCCC(=O)OCC)n1,8,151,-8,151,6%,15,106,91,0%
CC(C)(C)C(=O)NCCCc1nc2ccccc2n1CCCOc1ccc(Cl)cc1,0,136,0,136,-51%,x,x,x,16%

# 2 entries from above, as tab-separated lines.
molecule	IL1B NFkB inh	IL1B NFkB inh cell count 2 µM	NFkB transloc pot	NFkB transloc pot cell count 2 µM	PLAP inhibitors HTS	MRP resist rev	MRP resist rev cytotoxicity	MRP resist rev with doxorubicin	Bcl-B displacement
CCn1c(CCNC(=O)c2ccc(Cl)cc2)nnc1SCC(=O)NC1CCCC1	-14	140	14	140	-57%	-4	90	94	8%
Cc1nc(N2CCN(Cc3ccccc3)CC2)nc2c1C(=O)CCC2	0	89	0	89	-50%	1	89	88	1%

# New compounds follow
SMILES,IL1B NFkB inh,IL1B NFkB inh cell count 2 µM,NFkB transloc pot,NFkB transloc pot cell count 2 µM,PLAP inhibitors HTS,MRP resist rev,MRP resist rev cytotoxicity,MRP resist rev with doxorubicin,Bcl-B displacement
CCN1CCN(c2nc(-c3ccncc3)nc3ccccc23)CC1,10,160,-10,160,-11%,33,74,42,4%
C=CCn1cc(C(=O)NCCOC)c(=O)c2cc(S(=O)(=O)N(CC)CC)ccc21,0,138,0,138,-33%,5,98,93,-4%
COc1ccc(O)c(C(=O)c2cc(C#N)c(=O)n(-c3c(C)n(C)n(-c4ccccc4)c3=O)c2)c1,-7,191,7,191,-2%,6,89,83,-48%
CC1(C)NC(=O)N(CCOCCOc2cccc(Oc3ccccc3)c2)C1=O,-22,134,22,134,-40%,12,77,66,-5%
CCN1C(=O)CC(N2CCC(C(=O)OC)CC2)C1=O (centres undefined),-36,117,36,117,12%,16,98,82,-2%
CNc1cccccc1=S,-28,183,28,183,7%,-2,80,82,43%
CC(=NCc1ccco1)C1=C(O)c2ccccc2C1=O,1,214,-1,214,12%,-3,70,74,-2%
CC(=O)C1=C(O)C(=O)N(CC#N)C1c1cccs1 (centres undefined),9,159,-9,159,-12%,-5,78,83,-11%
Clc1ccc2[nH]c3c(c2c1)CCc1cn[nH]c1-3,10,117,-10,117,-11%,-31,22,53,12%
Cc1cc2c(cc1C)[n+](C)cn2CC(O)COCc1ccccc1 (centres undefined),4,141,-4,141,7%,x,x,x,22%
CCN(CC)S(=O)(=O)c1ccc2oc(C(=O)N3CCOCC3)c(C)c2c1,-18,119,18,119,-24%,x,x,x,-5%
COc1ccc(S(=O)(=O)N2CCC(C(=O)NCc3ccco3)CC2)cc1,-20,121,20,121,5%,20,106,86,-2%
O=C(CCCn1c(=S)[nH]c2ccccc2c1=O)N1CCN(c2cccc(Cl)c2)CC1,0,160,0,160,-1%,-5,62,67,2%
CCOC(=O)C(C)N1N=C(/C=C/c2ccc(OC)cc2)CCC1=O (centres undefined),1,106,-1,106,-30%,x,x,x,-4%
O=C(NCCN1CCOCC1)C1CCC(=O)N1Cc1ccc(F)cc1 (centres undefined),-6,151,13,74,18%,12,102,91,-5%
Cc1cc(N2CCCCC2)n2ncc(-c3ccc(Cl)cc3)c2n1,4,137,-5,137,-8%,5,58,53,-23%
CCOc1c2ccc(C(=O)NCc3ccco3)cc2nn1CC,6,117,-6,117,-17%,x,x,x,1%
CC(C)n1cc(/C=C2\NC(=O)N(c3cccc(Cl)c3)C2=O)c2ccccc21,-23,174,23,174,20%,-16,15,32,-17%
CCc1c(C)sc(NC(=O)c2cc(C3CC3)on2)c1C#N,7,153,-7,153,7%,4,99,95,21%
Cc1ccc(N(C(=O)c2ccccn2)C2(C(=O)NC3CCCC3)CCCCC2)cc1,13,140,-13,140,-63%,19,110,91,0%
COc1cc2c(cc1OC)CN(Cc1cc(=O)n3cc(C)ccc3n1)CC2,x,x,x,x,-10%,-2,92,94,5%
O=C(CSc1ccc2nnc(-c3cccnc3)n2n1)N1CCc2ccccc21,x,x,x,x,-5%,6,84,78,0%
O=C(CSCc1ccccc1)NNC(=S)Nc1cccc(Cl)c1Cl,2,110,-3,110,1%,x,x,x,3%
COc1ccc(-c2ccnc3nc(N4CCOCC4)nn23)cc1,-2,120,2,120,-2%,x,x,x,-7%
CCc1nnc(NC(=O)c2cccc(S(=O)(=O)N3CCc4ccccc43)c2)s1,10,125,-10,125,-34%,6,94,88,-9%
Cc1cc(C)c2c(=O)[nH]n(C3CCOC(C)(C)C3)c2n1 (centres undefined),0,193,0,193,13%,8,109,101,18%
CSc1oc(-c2ccccc2)nc1S(=O)(=O)c1ccc(C)cc1,x,x,x,x,10%,11,87,76,10%
Cc1ccc(S(=O)(=O)N2CCOCC2)cc1C(=O)NCCCn1ccnc1,-10,139,10,139,-30%,3,89,86,-4%

# Full records as entered above. Values in the order: IL1B NFkB inh, IL1B NFkB inh cell count 2 µM, NFkB transloc pot, NFkB transloc pot cell count 2 µM, PLAP inhibitors HTS, MRP resist rev, MRP resist rev cytotoxicity, MRP resist rev with doxorubicin, Bcl-B displacement
# Profile of `Cc1cc2c(cc1C)[n+](C)cn2CC(O)COCc1ccccc1` (centres undefined) → 4, 141, -4, 141, 7%, x, x, x, 22%
# Profile of `COc1ccc(-c2ccnc3nc(N4CCOCC4)nn23)cc1` → -2, 120, 2, 120, -2%, x, x, x, -7%
# Profile of `C=CCn1cc(C(=O)NCCOC)c(=O)c2cc(S(=O)(=O)N(CC)CC)ccc21` → 0, 138, 0, 138, -33%, 5, 98, 93, -4%
# Profile of `CC(=NCc1ccco1)C1=C(O)c2ccccc2C1=O` → 1, 214, -1, 214, 12%, -3, 70, 74, -2%
# Profile of `Cc1ccc(N(C(=O)c2ccccn2)C2(C(=O)NC3CCCC3)CCCCC2)cc1` → 13, 140, -13, 140, -63%, 19, 110, 91, 0%

# A portion taken from the entries so far, as a working copy:
SMILES,IL1B NFkB inh,IL1B NFkB inh cell count 2 µM,NFkB transloc pot,NFkB transloc pot cell count 2 µM,PLAP inhibitors HTS,MRP resist rev,MRP resist rev cytotoxicity,MRP resist rev with doxorubicin,Bcl-B displacement
CC1(C)NC(=O)N(CCOCCOc2cccc(Oc3ccccc3)c2)C1=O,-22,134,22,134,-40%,12,77,66,-5%
CCN1C(=O)CC(N2CCC(C(=O)OC)CC2)C1=O (centres undefined),-36,117,36,117,12%,16,98,82,-2%
CNc1cccccc1=S,-28,183,28,183,7%,-2,80,82,43%
CC(=NCc1ccco1)C1=C(O)c2ccccc2C1=O,1,214,-1,214,12%,-3,70,74,-2%
CC(=O)C1=C(O)C(=O)N(CC#N)C1c1cccs1 (centres undefined),9,159,-9,159,-12%,-5,78,83,-11%
